Compound activity from PubChem.
Tb PFK block: blocks T. brucei phosphofructokinase | Potency, µM (series often up to 57.5 µM), inactives show top-dose activity, negative = inhibition, actives largely listed as inhibitors | hit rate 0.17% among 330,000 | T. brucei PFK, ADP-Glo luminescence;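 note: potency is the fitted concentration of half-maximal effect; 0% = uninhibited 1x PFK enzyme wells and -100% = no-enzyme wells; nearly all actives have a fitted effect of over 60% in size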
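Luminescent ADP detection (ADP-Glo, two-step: ATP depletion then ADP-to-ATP conversion for luciferase) reported PFK activity after 45 min room-temperature reaction of 1.25 nM enzyme with 0.5 mM F6P and 0.1 mM ATP at pH 8.0.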
ELG1 DNA repair: blocks ELG1-dependent DNA repair in HEK293T cells; HEK293T ELG1-luciferase reporter, luminescence, 16 h; DNA damage induced by 5-fluorouridine; Potency, µM (titrated, usually from 46.1 µM), inactives show top-dose activity change, negative = inhibition, hits mostly inhibitors; hit rate 2.3% among 330,000; AID 504467; note: potency is the fitted concentration of half-maximal effect; % is set by controls: 0 for no effect and ±100 for the full control effect; nearly all actives have a fitted effect of over 55% in size
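DMSO vehicle served as the neutral condition. Each well held 2,000 cells given 5-fluorouridine plus compound; after 16 hr at 37 °C/5% CO2, ONE-Glo was added and luciferase measured 30 min later.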
a7 integrin act: activates integrin-mediated alleviation for muscular dystrophy | alpha7betagal myoblasts, beta-gal FDG fluorescence, 48 h | Potency, µM (doses to about 38.3 µM), for inactives: top-dose activation, usual class: activators | hit rate 0.064% among 350,000;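 note: potency is the fitted concentration of half-maximal effect; 100% = response of the positive control SU9516; nearly all actives have a fitted effect of over 60% in size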
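Alpha7betagal+/- myoblasts (passage 13) were plated 16-24 hr, then exposed to compounds (1:260 dilution of DMSO stock) for 48 hours at 37C. After MPER lysis, β-galactosidase reporter activity was read as FDG fluorescence (ex 480/em 540) after 30 minutes.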
AT treatment: potential ataxia-telangiectasia treatments restoring KAP-1 phosphorylation; Potency, µM (top dose mostly 57.5 µM), inactives show at the highest dose activation, hits mostly activators; hit rate 0.19% among 320,000; […] A-T fibroblasts, KAP-1 phosphorylation AlphaLISA; neocarzinostatin DNA damage 30 min before lysis; note: potency is the fitted concentration of half-maximal effect; % of control where 0% means no effect; nearly all actives have a fitted effect of over 45% in size
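hTERT-immortalized A-T patient fibroblasts ([…]), 500 cells/well in OPTI-MEM, 1% FBS, got compounds for 60 min, then NCS for 30 min at 37C. Lysates were then assayed for phospho-KAP-1 by AlphaLISA (anti-pKAP1 donor, anti-KAP1 acceptor beads), 6 hr at 25C.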
TCR act: T cell receptor activation; primary human leukocytes, anti-CD3, IL-2 HTRF, 48 h; Potency, µM (highest dose often 9.22 µM), for inactives: top-dose activation of IL-2 secretion, most hits filed as activators; 330,000 tested, under 10 active; AID 504894; note: % of control where 0% means no effect
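Using a-CD3 beads without co-stimulation, primary human leukocytes were exposed to compounds for 48 hr. An HTRF IL-2 kit measured the cytokine, with europium-to-d2 energy transfer producing emission at 665nm upon 320nm excitation.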
Mito fusion yeast: inhibitors of mitochondrial division or activators of mitochondrial fusion; S. cerevisiae fusion-defective mutant growth rescue, CellTiterGlo 48 h; hit rate 0.23% among 320,000; Potency, µM (series often up to 46.1 µM), for the others: top-dose growth rescue (activation), actives largely listed as activators;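 note: potency is the fitted concentration of half-maximal effect; % of control where 0% means no effect; nearly all actives have a fitted effect of over 45% in size; temperature-sensitive fusion mutants such as fzo1-1 at 37 °C on non-fermentable ethanol glycerol medium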
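Yeast fusion mutant, YPEG (non-fermentable carbon), compound, 48 h at 37C non-permissive; CellTiterGlo added, 10 min RT, luminescence read. Rescued growth = division inhibition.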
PTAP TSG101 blk: blocks PTAP/TSG101 interaction to inhibit HIV-1 budding; 340,000 tested, under 10 active; Potency, µM (titrated, usually from 115 µM), without a hit: at the top dose activity change, negative = inhibition, hits mostly inhibitors; AID 493005; Fluorescence polarization, FITC-PTAP peptide / Tsg101 binding; Q99816; active = well fitted inhibition curve with a large enough effect in the main read-out, with a control signal flat, not every such curve was filed as active; inconclusive = small, poorly fitted or top-dose-only effect, or effect the other way, or a change in a side signal; inactive = no such curve, though single readings can be large or run the other way; note: potency is the fitted concentration of half-maximal effect; % of control where 0% means no effect
Target sequence (Q99816 whole entry, looked up): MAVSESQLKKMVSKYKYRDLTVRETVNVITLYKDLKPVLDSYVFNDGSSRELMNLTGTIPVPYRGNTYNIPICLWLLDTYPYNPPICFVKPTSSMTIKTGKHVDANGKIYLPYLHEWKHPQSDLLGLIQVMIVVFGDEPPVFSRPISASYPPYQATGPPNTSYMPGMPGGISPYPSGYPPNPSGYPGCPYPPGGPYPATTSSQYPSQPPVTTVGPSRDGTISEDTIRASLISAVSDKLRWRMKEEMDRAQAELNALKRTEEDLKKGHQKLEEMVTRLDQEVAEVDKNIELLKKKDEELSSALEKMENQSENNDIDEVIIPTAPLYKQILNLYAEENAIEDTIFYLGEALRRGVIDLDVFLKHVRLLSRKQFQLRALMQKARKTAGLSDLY
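Steps: Tsg101 binding domain dispensed (10 uM final), compounds pinned in DMSO, FITC-labeled PTAP-motif peptide added (50 nM final); after 20 min binding at room temperature, polarization measured.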
BCR signal inh: inhibitors of chronic active B-cell receptor signaling | ABC-DLBCL IkBa-CBG/CBR reporter, luminescence ratio, 4 h | Potency, µM (top dose mostly 46.1 µM), inactives show at the top dose ratio change, negative = lower green/red ratio, usual class: inhibitors | hit rate 0.05% among 340,000; active = well fitted inhibition curve with a large enough effect in the signal ratio, with a control signal flat, not every such curve was filed as active; inconclusive = small, poorly fitted or top-dose-only effect, or effect the other way, or a change in a side signal; the % refers to the signal ratio;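 note: potency is the fitted concentration of half-maximal effect; plate controls were basal doxycycline-induced cells for no effect and cells given 10 µM MG132 for full effect; MG132 reads +100%, hits lower the ratio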
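Compounds up to 46 uM were incubated four hours with TMD8 cells whose green CBG68 luciferase is fused to IkappaBalpha; red CBR luminescence normalised the signal, and concentration-effect curves were fitted to fusion, red and ratio data.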
TSHR antag: antagonists of human thyroid stimulating hormone receptor | P16473 | hit rate 0.2% among 330,000 | activity change, negative = inhibition, % at 11.5 µM | AID 504810 | TSHR-expressing cells, TSH-stimulated cAMP HTRF, 2 h; active compounds read low;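 active = activity change below a set negative limit, meaning inhibition stronger than a set level, cut at about -70% in these data; inconclusive = activity change between two set negative limits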; note: % is set by controls: 0 for no effect and ±100 for the full control effect
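Competitive HTRF cAMP read-out (cryptate anti-cAMP antibody, cAMP-d2; 30 min, room temperature) in freshly harvested TSHR cells. Compounds added before TSH at EC80 (4nM final), followed by 2 hours' incubation at 37 deg C.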
Eya2 inh: blocks the phosphatase activity of human Eya2; O00167; recombinant Eya2, OMFP fluorescence dephosphorylation (OMFP is methylfluorescein phosphate); Potency, µM (doses to about 76.9 µM), inactives show at the top dose activity, negative = inhibition, usual class: inhibitors; hit rate 0.006% among 330,000; note: potency is the fitted concentration of half-maximal effect; % is set by controls: 0 for no effect and ±100 for the full control effect
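Eya2 protein (added as 0.2 uM solution) was preincubated with compound for 10 min at ambient temperature in 50 mM HEPES pH 7.5, 50 mM NaCl, 5 uM MgCl2, 0.05% BSA, 1 mM DTT. OMFP (added at 50 uM) then reacted 10 min; fluorescence read at 485/525 nm.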
S-ASM inh: inhibitors of human secretory acid sphingomyelinase. Potency, µM (doses to about 57.5 µM), inactives show at the highest dose activity change, negative = inhibition, hits mostly inhibitors. placental ASM, HMU-PC fluorogenic substrate, 60 min. P17405. hit rate 0.006% among 340,000; note: potency is the fitted concentration of half-maximal effect
Target sequence (P17405 47-631 limits assumed): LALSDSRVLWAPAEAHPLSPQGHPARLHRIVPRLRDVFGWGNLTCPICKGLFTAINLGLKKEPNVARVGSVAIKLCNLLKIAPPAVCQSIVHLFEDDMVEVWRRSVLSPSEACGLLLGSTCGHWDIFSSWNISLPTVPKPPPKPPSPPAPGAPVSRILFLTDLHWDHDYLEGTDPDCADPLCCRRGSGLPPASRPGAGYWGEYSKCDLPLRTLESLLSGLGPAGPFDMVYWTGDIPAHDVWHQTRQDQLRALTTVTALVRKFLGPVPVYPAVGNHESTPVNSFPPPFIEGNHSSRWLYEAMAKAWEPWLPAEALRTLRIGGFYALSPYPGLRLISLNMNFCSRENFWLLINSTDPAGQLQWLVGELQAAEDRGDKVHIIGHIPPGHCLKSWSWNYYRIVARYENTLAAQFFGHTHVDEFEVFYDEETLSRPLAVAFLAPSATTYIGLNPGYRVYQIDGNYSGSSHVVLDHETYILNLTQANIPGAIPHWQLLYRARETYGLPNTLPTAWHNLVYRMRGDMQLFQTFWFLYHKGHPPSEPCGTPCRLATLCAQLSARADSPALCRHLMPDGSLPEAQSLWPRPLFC
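Steps: dispense placental human ASM, pin compound, wait 10 min at room temperature, add HMU-PC0 substrate at 9 uM final, incubate 60 min at 37 °C, add stop solution raising pH to 10, read fluorescence.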
* hit, by the source's call; [ ] = dose if it differs, or a comment. Unless noted, calls come from the whole dose curve; as a rule, active = well fitted curve in the direction sought with a large enough effect; inconclusive = small, poorly fitted or top-dose-only effect, or another doubt; inactive = no such curve, though single readings can be large; an effect the other way counts as inactive or inconclusive. Rows were taken by chance; 3.2% or so of the library scored in one or more.

For O=C(CC1C(=O)NCCN1CC1CCCCC1)NC1(c2ccccc2)CC1 (centres undefined) the results were Tb PFK block 0%, ELG1 DNA repair 16%, a7 integrin act 5%, AT treatment 2%, TCR act 2%, Mito fusion yeast 2%, PTAP TSG101 blk -4%, BCR signal inh 9%, TSHR antag -3, Eya2 inh 3% and S-ASM inh -2%.
CCCOc1ccc(-c2c(C(=O)N/N=C(\C)c3cccnc3)nnn2-c2nonc2N)cc1 was read as Tb PFK block -4%, ELG1 DNA repair 18%, a7 integrin act -11%, AT treatment -8%, TCR act 15%, Mito fusion yeast 7%, PTAP TSG101 blk -4%, BCR signal inh 2%, TSHR antag 13, Eya2 inh 2% and S-ASM inh 1%.
O=[N+]([O-])c1ccccc1CNC1CCCCCC1 was read as Tb PFK block -4%, ELG1 DNA repair 2%, a7 integrin act -32%, AT treatment 3%, TCR act -3%, Mito fusion yeast -2%, PTAP TSG101 blk -1%, BCR signal inh 11%, TSHR antag 1, Eya2 inh 0% and S-ASM inh -2%.
For COc1ccc(Cl)cc1N1C(=O)[C@@H]2C(c3cccc(OC)c3OC)=NO[C@@H]2C1=O the results were Tb PFK block -6%, ELG1 DNA repair 10%, a7 integrin act 20%, AT treatment 2%, TCR act 6%, Mito fusion yeast -2%, PTAP TSG101 blk -7%, BCR signal inh -2%, TSHR antag -2, Eya2 inh -2% and S-ASM inh 4%.
For Cc1ccc(/C=C2\C(=O)ON=C2c2ccccc2)o1 the results were Tb PFK block 0%, ELG1 DNA repair 0%, a7 integrin act 17%, AT treatment -2%, TCR act -10%, Mito fusion yeast 5%, PTAP TSG101 blk -1%, BCR signal inh -1%, TSHR antag 8, Eya2 inh 1% and S-ASM inh 0%.
CCOc1ccc(C2C(C(=O)c3cccs3)=C(O)C(=O)N2CCN2CCOCC2)cc1 (centres undefined) was read as Tb PFK block 0%, ELG1 DNA repair inconclusive, a7 integrin act 1%, AT treatment 2%, TCR act -7%, Mito fusion yeast 8%, PTAP TSG101 blk 0%, BCR signal inh 1%, TSHR antag -1, Eya2 inh -17% and S-ASM inh -1%.
`CN(C)c1ccc(NC(=O)Nc2ccc3snnc3c2)cc1` gave Tb PFK block 0%, ELG1 DNA repair inconclusive, a7 integrin act -8%, AT treatment -8%, TCR act 9%, Mito fusion yeast 1%, PTAP TSG101 blk -9%, BCR signal inh -15%, TSHR antag -7, Eya2 inh 8% and S-ASM inh -6%.
Screening Cc1cc(C)c(NC(=O)Cn2nnc(C(=O)NCc3cccs3)c2N)c(C)c1 returned Tb PFK block 5%, ELG1 DNA repair inconclusive, a7 integrin act 13%, AT treatment 13%, Mito fusion yeast 7%, PTAP TSG101 blk -3%, BCR signal inh -20%, TSHR antag 54, Eya2 inh -17% and S-ASM inh 2%.
Screening COc1cccc(-c2nc(CS(=O)(=O)CC(=O)NC3CCCCCC3)c(C)o2)c1 returned Tb PFK block 0%, ELG1 DNA repair inconclusive, a7 integrin act -1%, AT treatment 4%, TCR act -2%, Mito fusion yeast 11%, PTAP TSG101 blk -5%, BCR signal inh 1%, TSHR antag -97*, Eya2 inh -3% and S-ASM inh 0%.
COc1cccc(C2NC(=O)NC(C)=C2C(=O)Nc2ccc(C)cc2)c1OC (centres undefined) was read as Tb PFK block 4%, ELG1 DNA repair inconclusive, a7 integrin act 0%, AT treatment inconclusive, TCR act 6%, Mito fusion yeast 1%, PTAP TSG101 blk -6%, BCR signal inh inconclusive, TSHR antag 12, Eya2 inh -10% and S-ASM inh 6%.
Screening O=S(=O)(Nc1nc2ccccc2nc1N1CCN(c2ccccn2)CC1)c1ccc(Cl)cc1 returned Tb PFK block -1%, ELG1 DNA repair 1%, a7 integrin act -25%, AT treatment -9%, TCR act 0%, Mito fusion yeast 16%, PTAP TSG101 blk -18%, BCR signal inh inconclusive, TSHR antag -23, Eya2 inh -6% and S-ASM inh 11%.
Screening CCCc1ccc(OCc2ccc(C(=O)N3CCCC3)o2)cc1 returned Tb PFK block -10%, ELG1 DNA repair 26%, a7 integrin act -72%[inhibitor], AT treatment -5%, TCR act -11%, Mito fusion yeast -32%, PTAP TSG101 blk -1%, BCR signal inh inconclusive, TSHR antag -6, Eya2 inh -2% and S-ASM inh -20%.
For CC(C)CC(C(=O)Nc1ccc2c(c1)OCCO2)N1C(=O)c2ccccc2C1=O (centres undefined) the results were Tb PFK block 0%, ELG1 DNA repair 3%, a7 integrin act 14%, AT treatment 5%, TCR act 2%, Mito fusion yeast -2%, PTAP TSG101 blk -2%, BCR signal inh 8%, TSHR antag -2, Eya2 inh -11%[15.4 µM] and S-ASM inh -6%.
For COc1ccc(C2C(C(=O)/C=C/c3ccco3)=C(O)C(=O)N2CCN2CCOCC2)cc1OC (centres undefined) the results were Tb PFK block -1%, ELG1 DNA repair 17%, a7 integrin act -4%, AT treatment -6%, TCR act 8%, Mito fusion yeast -2%, PTAP TSG101 blk -3%, BCR signal inh 2%, TSHR antag -2, Eya2 inh -2% and S-ASM inh 5%.
O=c1[nH]nc(C(F)(F)F)c2nnn(Cc3ccccc3Cl)c12 was read as Tb PFK block 0%, ELG1 DNA repair 0%, a7 integrin act -2%, AT treatment -14%, TCR act -1%, Mito fusion yeast 14%, PTAP TSG101 blk -4%, BCR signal inh 0%, TSHR antag -1, Eya2 inh -3% and S-ASM inh 2%.
COc1ccc(NS(=O)(=O)c2cccc(C(=O)NCC(c3ccc(OC)cc3)N3CCOCC3)c2)cc1 (centres undefined) was read as Tb PFK block 1%, ELG1 DNA repair 7%, a7 integrin act 2%, AT treatment 6%, TCR act 0%, Mito fusion yeast -1%, PTAP TSG101 blk -7%, BCR signal inh -12%, TSHR antag -4, Eya2 inh -13% and S-ASM inh -3%.
N#Cc1ccccc1OCC(=O)Nc1c(C(=O)C2CC2)oc2ccccc12 was read as Tb PFK block 3%, ELG1 DNA repair 19%, a7 integrin act -37%, AT treatment -1%, TCR act 0%, Mito fusion yeast 0%, PTAP TSG101 blk -2%, BCR signal inh 7%, TSHR antag -3, Eya2 inh 1% and S-ASM inh 2%.
For COc1ccc(/C=N/NC(=O)c2ccc(Cl)cc2)cc1Cn1cc(Cl)cn1 the results were Tb PFK block 6%, ELG1 DNA repair 15%, a7 integrin act 7%, AT treatment 6%, TCR act 5%[46.1 µM], Mito fusion yeast -4%, PTAP TSG101 blk 1%, BCR signal inh inconclusive, TSHR antag -12, Eya2 inh -5% and S-ASM inh 0%.
N#C/C(=C\c1c(N2CCOCC2)nc2ccccn2c1=O)S(=O)(=O)c1ccccc1 was read as Tb PFK block -2%, ELG1 DNA repair -10%, a7 integrin act 22%, AT treatment -1%, TCR act -3%, Mito fusion yeast 0%, PTAP TSG101 blk -4%, BCR signal inh inconclusive, TSHR antag -6, Eya2 inh -14% and S-ASM inh -8%.

Among those listed so far, these have a thiophene ring, fused or not:
CCOc1ccc(C2C(C(=O)c3cccs3)=C(O)C(=O)N2CCN2CCOCC2)cc1 (centres undefined) was read as Tb PFK block 0%, ELG1 DNA repair inconclusive, a7 integrin act 1%, AT treatment 2%, TCR act -7%, Mito fusion yeast 8%, PTAP TSG101 blk 0%, BCR signal inh 1%, TSHR antag -1, Eya2 inh -17% and S-ASM inh -1%.
Screening Cc1cc(C)c(NC(=O)Cn2nnc(C(=O)NCc3cccs3)c2N)c(C)c1 returned Tb PFK block 5%, ELG1 DNA repair inconclusive, a7 integrin act 13%, AT treatment 13%, Mito fusion yeast 7%, PTAP TSG101 blk -3%, BCR signal inh -20%, TSHR antag 54, Eya2 inh -17% and S-ASM inh 2%.
